Bioassay records as filed in PubChem.
hERG rescue: shields human hERG channel from block by proarrhythmic agents; hit rate 0.51% among 310,000; CHO-hERG, FluxOR thallium flux, dofetilide IC70 present; AID 1511; activation (rescue from dofetilide block), less the hit threshold, % at 10 µM; Q12809;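 active = activation above the mean of controls blocked by dofetilide plus 5 SD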;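 note: thallium influx through hERG after potassium depolarization seen as dye fluorescence rise; in these data hits start at about 4.7%; inactives centre near -7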
KCNK3 block: human KCNK3 channel inhibition, primary screen | O14649 | CHO-KCNK3 thallium flux, FluxOR fluorescence; stronger effect = lower value | B-score at 10 µM | hit rate 0.84% among 340,000 | AID 602410;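 active = B-score under library mean minus 4 SD, starting fluorescence ratio at most library mean plus 5 SD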;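 note: more negative B-score means stronger inhibition of thallium flux through KCNK3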
Target sequence (O14649 whole entry, looked up): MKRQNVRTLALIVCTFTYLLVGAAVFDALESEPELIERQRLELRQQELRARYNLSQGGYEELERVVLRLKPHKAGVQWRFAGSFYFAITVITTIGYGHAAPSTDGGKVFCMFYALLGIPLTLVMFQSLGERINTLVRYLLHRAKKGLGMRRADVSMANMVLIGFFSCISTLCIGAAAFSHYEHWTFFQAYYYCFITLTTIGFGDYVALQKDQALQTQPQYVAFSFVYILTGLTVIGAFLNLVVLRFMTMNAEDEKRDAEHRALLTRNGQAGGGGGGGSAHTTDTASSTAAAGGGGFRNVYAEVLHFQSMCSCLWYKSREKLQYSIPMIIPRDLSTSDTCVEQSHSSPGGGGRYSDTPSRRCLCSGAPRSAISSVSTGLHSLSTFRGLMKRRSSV
Dyrk1A ADPGlo: inhibitors of rat Dyrk1A kinase | hit rate 0.43% among 310,000 | AID 504441 | ADP-Glo luminescence, NFATc1 peptide | Q63470 | inhibition, % at 12.5 µM; in the data active = inhibition above about 50%;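 note: plate controls were vehicle with enzyme for no effect and no enzyme for full effect; many of its hits are not listed in these tables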
GSK3B inh: blocks human GSK3beta kinase activity; P49841; GST-GSK3beta kinase, ADP-Glo luminescence, 60 min; stronger effect = lower value; activity score (negative = inhibition), % at 10 µM; hit rate 0.038% among 300,000; AID 2097;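 active = more than half of replicate wells score below -50%, meaning over 50% inhibition versus plate controls; inconclusive = some replicates but at most half score below -50%; inactive = no replicate scores below -50%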;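 note: 0% = median DMSO wells and -100% = median GW8510 positive control wells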
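Assay system: GST-fused GSK3beta enzyme, cell-free / Medium: Tris pH 7.5 buffer with MgCl2, DTT, BSA, heparin / Also added: peptide substrate plus 25 µM ATP (final) / Compound: 10 µM single point / Timing: kinase reaction with compound 60 min at room temperature / Detection: ADP-Glo luminescence / Benchmarks: DMSO neutral wells and GW8510 at 20 µM as positive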
HDAC3 inh: human HDAC3 inhibition | O15379 | recombinant HDAC3, fluorogenic peptide/trypsin coupled, fluorescence | inhibition, % at 8.3 µM | hit rate 0.15% among 320,000; in the data active = inhibition above about 26%, passing the limit was not always enough; inconclusive = no clear call, values can overlap the other calls
GSK3 alpha inh: blocks human GSK-3 alpha kinase. P49840. ADP-Glo luminescence, 60 min. inhibition, % at 10 µM. hit rate 0.1% among 320,000. AID 2650;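 in the data active = inhibition above about 50%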;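 note: GST-tagged GSK-3 alpha with peptide substrate and 25 µM ATP; 0% = DMSO neutral wells and 100% = GW8510 positive control wells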
Target sequence (P49840 whole entry, looked up): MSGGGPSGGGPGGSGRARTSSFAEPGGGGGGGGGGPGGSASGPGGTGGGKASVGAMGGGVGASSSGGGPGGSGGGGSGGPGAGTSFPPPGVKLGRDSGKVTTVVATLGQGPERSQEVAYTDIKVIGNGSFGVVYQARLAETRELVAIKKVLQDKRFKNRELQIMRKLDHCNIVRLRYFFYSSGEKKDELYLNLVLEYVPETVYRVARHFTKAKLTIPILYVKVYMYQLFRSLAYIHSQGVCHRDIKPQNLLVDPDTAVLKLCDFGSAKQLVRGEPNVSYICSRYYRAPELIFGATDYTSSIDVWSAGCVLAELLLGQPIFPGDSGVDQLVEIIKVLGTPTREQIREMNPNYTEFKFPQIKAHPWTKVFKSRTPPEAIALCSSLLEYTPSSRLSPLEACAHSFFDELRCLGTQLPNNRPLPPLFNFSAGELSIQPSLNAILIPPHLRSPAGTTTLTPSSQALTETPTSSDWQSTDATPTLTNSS
RGS4 act: potentiators or activators of RGS4; HEK293 M3R/inducible RGS4, carbachol calcium flux Fluo4; stronger effect = lower value; B-score at 10 µM; hit rate 0.92% among 310,000; AID 463111;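 active = B-score of the integrated calcium signal more than 4 SD below the library mean, with starting fluorescence not abnormally high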;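 note: negative B-score means reduced calcium response which marks RGS4 activation or potentiation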
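Material: M3R-expressing HEK293 line, RGS4 induced by doxycycline | Schedule: Overnight RGS4 induction, 30 min dye load 37 °C, 20 min compound RT | Measured by: Fluo4 fluorescence kinetic imaging of calcium | Read-out: Integrated calcium ratio converted to B score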
KCNK9 inh: human KCNK9 channel inhibition. HEK293 KCNK9, FluxOR thallium flux fluorescence; stronger effect = lower value. B-score at 10 µM. hit rate 1.2% among 310,000;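 active = ratio B-score over 3 SD below the library mean, with starting fluorescence within 5 SD of its mean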;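 note: negative B-score means less thallium flux so channel inhibition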
KCNQ1 block: blocks the human KCNQ1 potassium channel | hit rate 1.3% among 310,000 | CHO-K1 KCNQ1, FluxOR thallium flux fluorescence; stronger effect = higher value | B-score at 10 µM | AID 2642;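 active = compounds whose thallium flux B-score, printed positive for inhibition, exceeds three library SD while starting fluorescence stays within three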;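 note: channel opened by potassium depolarization with thallium stimulus after 20 min compound exposure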
PolyA inhibitor: inhibitors of polyadenylation in S. cerevisiae. AID 1875. S. cerevisiae SKY197-pL101 polyadenylation reporter, beta-gal luminescence; efflux-impaired pdr1/pdr3 knockout yeast; score 100 = 6 SD above DMSO. calls only at 12 µM. hit rate 0.02% among 300,000;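 active = lowest replicate activity score at least 50, where 100 means six control SD above control mean; inconclusive = lowest score under 50 but half or more replicates reach 50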;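 note: yeast exposed to compound for 9 h at 30 °C; higher score means more reporter readthrough which indicates perturbed polyadenylation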
KCNQ1 pot: potentiates or activates the human KCNQ1 potassium channel | P51787 | CHO-K1 KCNQ1, thallium flux FluxOR fluorescence; stronger effect = higher value | B-score at 10 µM | hit rate 0.35% among 310,000 | AID 2648;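 active = fluorescence ratio B-score, a plate-corrected score, at least three library SD, with initial intensity B-score within 5 SD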
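assay system = CHO-K1 cells stably expressing KCNQ1 | medium = assay buffer, equal DMSO in all wells | timing = 37 °C overnight plating, 90-min dark dye load, 20-min compound pretreatment | measured by = kinetic FluxOR thallium fluorescence, 10-s 1-Hz baseline, 110-s post-stimulus read | measure = fluorescence change relative to baseline, converted to B score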
Starred values were filed as active, the others as inactive; i = inactive; u = inconclusive; x = not tested or not shown.

SMILES	hERG rescue	KCNK3 block	Dyrk1A ADPGlo	GSK3B inh	HDAC3 inh	GSK3 alpha inh	RGS4 act	KCNK9 inh	KCNQ1 block	PolyA inhibitor	KCNQ1 pot
CN(C)c1ccc(C=Nc2ccc(N(C)C)cc2)cc1	-3	i	0	2	-4	2	i	i	i	i	i
O=C(N/N=C/c1ccc([N+](=O)[O-])cc1)c1cccnc1	-6	i	-7	2	-3	0	i	i	i	i	i
Cc1cnc(NC(=O)CSc2ccc(Cl)cc2)s1	-7	i	1	2	-4	0	i	i	i	i	i
O=C(NCCc1ccc(Cl)cc1)C1CCCN1C(=O)NCc1ccccc1 (centres undefined)	-3	i	-7	-5	-3	7	i	i	i	i	i
O=C(CSc1n[nH]c(-c2ccncc2)n1)c1cccc([N+](=O)[O-])c1	-11	i	0	1	0	-2	i	i	i	i	i
CCOC(=O)c1sc(=S)n(C)c1NC(=O)c1ccc(OC)cc1	-7	i	-11	-3	6	-1	i	i	i	i	i
CC1C/C(=C/c2cccs2)C(=O)/C(=C/c2cccs2)C1 (centres undefined)	-16	i	4	-1	x	x	i	-7.4*	i	i	i
Cc1ccccc1Nc1nc(N)nc(CN(C)Cc2ccccc2Cl)n1	-10	i	4	1	-7	-1	i	i	i	i	i
COc1ccc(S(=O)(=O)N/N=C(/C)c2ccc(C)o2)cc1	-4	i	x	1	6	-1	i	i	i	i	i
C#CCNc1ccc(C(=O)OCC)cc1	-4	i	4	-1	3	-1	i	i	i	i	i
Cc1cc(N)n2nc(C)c(-c3ccc(Cl)cc3)c2n1	2	i	9	-3	0	3	i	i	i	i	i
CC(=O)c1cnc(N(C)C)s1	-9	i	-1	1	5	-1	i	i	i	i	i
CC(=O)N1CCN(c2ccccc2NC(=O)COc2ccc(Br)cc2)CC1	-11	i	-7	2	0	-2	i	i	i	i	i
CCNC(=O)NC(=O)C(C)OC(=O)c1ccc(SC)cc1OC (centres undefined)	-5	i	4	0	3	-1	i	i	i	i	i
Cc1ccc(C)c(NC(=O)CSc2nnc(-c3cc(C)[nH]n3)n2N)c1	-4	i	-3	1	1	7	i	i	i	i	i
CCC(C)[C@H](NC(=O)NCCC1=CCCCC1)C(=O)O (some centres undefined)	-10	i	4	2	-12	-5	i	i	i	i	i
CCOC(=O)c1[nH]cnc1C(=O)Nc1ccccc1	-4	i	-1	0	10	2	i	i	i	i	i
Cc1c(C(=O)N(C)Cc2ccc(OC(F)F)cc2)oc2ccccc12	-17	i	1	3	-24	2	i	i	i	i	i
O=C(Nc1cccc(S(=O)(=O)Nc2ccc(Cl)cc2)c1)c1ccc[n+]([O-])c1	-10	i	9	1	-2	0	i	i	i	i	i
CC(C)(C)NC(=O)CSc1nncn1-c1ccccc1	-3	i	0	-6	-3	2	i	i	i	i	i
Cc1nn(CC(=O)N2CCCCCC2)c(=O)c2cc3occc3n12	-4	i	2	-1	-2	-1	i	i	i	i	i
O=C(NCCNCc1ccccn1)c1ccco1	-9	i	-5	-3	0	-5	i	i	i	i	i
COc1ccc(Cc2nc(C(=O)Nc3ccc(F)cc3)cs2)cc1	-2	i	0	2	-5	-1	i	i	i	i	i
CCc1cccc(OCC(=O)N(C)CC(=O)Nc2cccc(F)c2)c1	-4	i	2	1	2	-2	i	i	i	i	i
O=C1ON=C(c2ccc([N+](=O)[O-])cc2)/C1=C/c1ccccc1O	-5	i	-8	-2	0	-2	i	i	i	i	i

Some of the entries above in a different format.
Value order: hERG rescue	KCNK3 block	Dyrk1A ADPGlo	GSK3B inh	HDAC3 inh	GSK3 alpha inh	RGS4 act	KCNK9 inh	KCNQ1 block	PolyA inhibitor	KCNQ1 pot
- Cc1cc(N)n2nc(C)c(-c3ccc(Cl)cc3)c2n1
→ 2	i	9	-3	0	3	i	i	i	i	i
- O=C1ON=C(c2ccc([N+](=O)[O-])cc2)/C1=C/c1ccccc1O
→ -5	i	-8	-2	0	-2	i	i	i	i	i
- CC1C/C(=C/c2cccs2)C(=O)/C(=C/c2cccs2)C1 (centres undefined)
→ -16	i	4	-1	x	x	i	-7.4*	i	i	i

Continued.
SMILES	hERG rescue	KCNK3 block	Dyrk1A ADPGlo	GSK3B inh	HDAC3 inh	GSK3 alpha inh	RGS4 act	KCNK9 inh	KCNQ1 block	PolyA inhibitor	KCNQ1 pot
CCOC(=O)c1cc2c(ccn2C)n1Cc1ccc(Cl)cc1	-20	-9.7*	-4	1	8	-3	i	-11*	6*	i	i
CCOc1ccc(C(=O)NCC(=O)OCC(=O)Nc2ccccc2OC)cc1	-13	i	3	-5	2	3	i	i	i	i	i
CCOC(=O)c1c(COc2ccccc2)oc2ccc(O)cc12	-9	x	x	x	6	-1	i	i	i	i	i
COCC(=O)c1[nH]c2ccccc2c1C	-1	i	-56	0	7	-1	i	i	i	i	i
COC(=O)c1ccc(Cl)c(NC(=O)CN(c2ccccc2)S(=O)(=O)c2ccc(OC)cc2)c1	-7	i	5	1	-1	0	i	i	i	i	i
CCCCC(CCC(=O)Nc1cccc([N+](=O)[O-])c1)C(=O)O (centres undefined)	-6	i	0	1	x	-3	i	i	i	i	i
CCOC(=O)c1ccc(NC(=S)Nc2ccccc2N)cc1	-9	x	x	3	7	-2	i	i	i	i	i
N#C/C(=C(/O)COc1ccc(Br)cc1)c1nnc2n1CCCCC2	-4	i	-2	3	12	-7	i	i	i	i	i
COc1ccc(NC(=O)NCCN2CCN(c3ccc(C)cc3)CC2)c(Cl)c1	-8	i	x	-2	11	-1	i	i	i	i	i
CC(=O)CC(C)(C)S(=O)(=O)c1ccc(NC(C)=O)cc1	-1	i	2	-1	1	4	i	i	i	i	i
O=C(NC(=O)c1ccccc1N1CCCCC1)Nc1ccc(Br)cc1	-9	i	4	1	-6	-3	i	i	i	i	i
Cc1cc(OCC(=O)Nc2ccncc2)cc(C)c1Br	-19	i	7	4	4	4	i	i	8*	i	i
Cc1ccc2[nH]c3c(c2c1)CNCC3	4	i	-1	1	2	0	i	i	i	i	i
COc1ccc(C2C3CCCCC3(O)CCN2C(=O)c2cccs2)cc1 (centres undefined)	-9	i	-1	2	2	-1	i	i	i	i	i
O=C(O)c1ccc(N2CCN(c3ccc(Cl)cc3)CC2)c([N+](=O)[O-])c1	-8	i	4	2	3	-1	i	i	i	i	i
CCc1cccc(CC)c1N1C(=O)c2cc(N3CCOCC3)c([N+](=O)[O-])cc2C1=O	-12	i	-5	3	-6	-2	i	i	i	i	i
Cc1nonc1OCCNCCNc1ccc([N+](=O)[O-])cc1Cl	-10	i	-1	-1	2	1	i	i	i	i	i
COc1ccc(-c2cc(C)no2)cc1S(=O)(=O)Nc1cccc(C)c1	-1	i	-2	2	-1	1	i	i	i	i	i
CSc1nnc(NC(=O)c2ccc(C)c(S(=O)(=O)N3CCOCC3)c2)s1	-9	i	9	0	-4	3	i	i	i	i	i
Cn1cc(C(=O)C(=O)N2CCOCC2)c2ccccc21	-7	i	5	2	2	-2	i	i	i	i	i
O=C(Nc1nnc(CC(c2ccccc2)c2ccccc2)s1)c1ccco1	-16	i	-5	-2	-4	-2	i	i	i	i	i
CC1=NN(C(N)=S)C(=O)C1N=Nc1cccc2ccccc12 (centres undefined)	-6	x	x	1	u	3	i	i	i	i	i
COc1cc2nc(NC(=O)c3ccc(Cl)cc3)sc(=O)c2cc1OC	0	i	2	1	-4	5	i	i	i	i	i
O=C(CN1CCCCCCC1)Nc1cccc(Cl)c1Cl	1	i	4	0	2	-2	i	i	i	i	i
c1cc2c(cc1C1=Nn3c(nnc3C3CCCCC3)SC1)OCO2	-7	i	2	1	-10	2	i	i	i	i	i

Compound profiles, as listed above:
Shown for O=C(NCCNCc1ccccn1)c1ccco1 → hERG rescue = -9; KCNK3 block = i; Dyrk1A ADPGlo = -5; GSK3B inh = -3; HDAC3 inh = 0; GSK3 alpha inh = -5; RGS4 act = i; KCNK9 inh = i; KCNQ1 block = i; PolyA inhibitor = i; KCNQ1 pot = i
Shown for CSc1nnc(NC(=O)c2ccc(C)c(S(=O)(=O)N3CCOCC3)c2)s1 → hERG rescue = -9; KCNK3 block = i; Dyrk1A ADPGlo = 9; GSK3B inh = 0; HDAC3 inh = -4; GSK3 alpha inh = 3; RGS4 act = i; KCNK9 inh = i; KCNQ1 block = i; PolyA inhibitor = i; KCNQ1 pot = i

New compounds follow.
SMILES	hERG rescue	KCNK3 block	Dyrk1A ADPGlo	GSK3B inh	HDAC3 inh	GSK3 alpha inh	RGS4 act	KCNK9 inh	KCNQ1 block	PolyA inhibitor	KCNQ1 pot
Cc1ccc(NC(=O)c2ccc(C(=O)c3ccccc3)cc2)nc1	-4	i	4	0	1	-2	i	i	i	i	i
COc1ccc(/C=C/C(=O)Nc2ccc(-n3nncc3-c3ccccc3)cc2)cc1OC	-13	i	-4	-2	8	-2	i	i	i	i	i
CCOC(=O)C1=C(N)Oc2cc(O)ccc2C1c1ccc(C)cc1 (centres undefined)	-14	i	2	-1	2	0	i	i	i	i	i
NC(=O)COC(=O)c1cccc(S(=O)(=O)N2CCCCC2)c1	-2	i	-1	0	-6	-1	i	i	i	i	i
O=C(c1ccccc1Cc1ccccc1)N1CCN(S(=O)(=O)c2ccccc2Br)CC1	-11	i	0	-1	5	4	i	i	i	i	i
Cc1n[nH]c(C)c1S(=O)(=O)N1CCCC(C(=O)Nc2ccc(Br)cc2)C1 (centres undefined)	-5	i	x	2	-1	-1	i	i	i	i	i
O=C(NCCCN1CCOCC1)c1ccccc1N1C(=O)[C@@H]2Cc3c([nH]c4ccccc34)C(c3cccc(Cl)c3)N2C1=O (some centres undefined)	-33	i	0	0	5	0	i	i	i	i	i
C/C(N)=C(/C#N)C(=O)COC(=O)C1CCC(C(C)(C)C)CC1 (centres undefined)	0	i	-2	1	15	-3	i	i	i	i	i
O=C(NC1CC1)c1ccc(CN(c2ccccc2)S(=O)(=O)c2ccccc2)cc1	-10	i	7	-3	-4	-1	i	i	i	i	i
O=C(COc1ccc(C(=O)NCC2CCCO2)cc1)Nc1cccc(C(F)(F)F)c1 (centres undefined)	-6	i	16	1	0	-2	i	i	i	i	i
Cc1noc2ncnc(Sc3c(Cl)cccc3Cl)c12	-7	i	-2	-2	1	2	i	i	i	i	i

Only part of the results is shown; count on the stated rates, not on these rows.
